Screening results: PubChem, National Center for Advancing Translational Sciences (NCATS)
AmpC det inh: AmpC beta-lactamase inhibition, detergent assay. purified AmpC, nitrocefin hydrolysis with detergent. Potency, µM (titrated, usually from 28.7 µM), without a hit: at the top dose activity change, negative = inhibition. hit rate 0.09% among 71,000. AID 584; active = well fitted curve in the direction sought with a large enough effect
Target sequence (P00811 whole entry, looked up): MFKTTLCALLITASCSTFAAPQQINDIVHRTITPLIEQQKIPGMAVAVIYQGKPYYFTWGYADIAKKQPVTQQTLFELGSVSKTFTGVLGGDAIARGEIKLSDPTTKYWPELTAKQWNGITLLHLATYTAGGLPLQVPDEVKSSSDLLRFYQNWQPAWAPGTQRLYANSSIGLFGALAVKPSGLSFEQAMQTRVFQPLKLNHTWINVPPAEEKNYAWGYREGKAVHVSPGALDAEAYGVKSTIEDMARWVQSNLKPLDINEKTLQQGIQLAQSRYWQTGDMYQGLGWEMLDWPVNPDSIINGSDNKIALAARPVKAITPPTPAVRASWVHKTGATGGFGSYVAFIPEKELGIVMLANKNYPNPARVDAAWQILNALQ
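E. coli AmpC (5.3 nM) in 20 mM phosphate pH 7.0 with 0.01% Triton X-100, preincubated 15 min RT with compound; nitrocefin (2 uL of 800 uM stock) hydrolysis followed by 480 nm absorbance every 20 s over 4 min.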
Numbers without * were called inactive; & = joins results of further samples; [ ] = remark or other dose. % is scaled to controls: 0 for no effect and ±100 for the full control effect; potency is read from the fitted curve at half-maximal effect. These rows are one share of the data; count on the stated rates, not on these rows.

cpd	Molecule	AmpC det inh
1	COc1ccc(Cl)c(Cn2c(NCC(C)O)nc3c2c(=O)n(C)c(=O)n3C)c1 (stereo not drawn)	-3.4%
2	O=C(Nc1ccc(N2CCN(C(=O)c3ccccc3)CC2)c(Cl)c1)c1ccco1	10.4%
3	CCC/C(O)=C1\C(=O)CC(C)(C)CC1=NCCO	-6.5%
4	O[C@@H](Cc1ccncc1)C(Cl)(Cl)Cl	2.7%
5	Cn1c(-c2ccc(F)cc2)cnc1SCC(=O)NCc1ccco1	-1.6%
6	CCn1c(NCCc2ccc(OC)c(OC)c2)nc2c1c(=O)n(C)c(=O)n2C	-1.9%
7	COC(=O)c1ccc(C(=O)OC)c(NC(=O)COc2ccccc2OC)c1	-4.1%
8	O=C(Nc1ccc(Cl)cc1)c1ccsn1	-3.9%
9	Cn1c(=O)n(Cc2ccccc2)c(=O)c2c1nc1n2CCCN1Cc1ccccc1	8.3%
10	Cc1ccc2[nH]c(=O)c(CN(Cc3ccco3)C(=O)c3ccncc3)cc2c1	-1.7%
11	O=C(C1CC1)N1CCc2cc(Br)cc(S(=O)(=O)NCc3ccc4c(c3)OCO4)c21	-1.8%
12	Cn1cnc([N+](=O)[O-])c1[Se]c1nc(N)nc2c1ncn2[C@@H]1O[C@@H](CO)[C@H](O)[C@@H]1O	-2.3%[5.75 µM]
13	CC(C)(C)C(=O)OCCn1c(=O)c2cc3c(=O)n(CCOC(=O)C(C)(C)C)c(=O)c3cc2c1=O	-2.1%
14	C[C@@H](C(=O)Nc1ccc2ccccc2c1)[C@@H]1C[C@@]1(C)[C@@H](NS(=O)(=O)c1ccc2ccccc2c1)c1ccccc1	-3.5%
15	CCCCCCN1CC(O)=C(c2nc3ccccc3[nH]2)C1=N	-1.8%
16	CC(=O)c1cccc(NC(=O)C2CCCCC2)c1	6.1%
17	CCCC(=O)Nc1ccc(C(=O)n2nnc3ccccc32)cc1	-3.7%
18	O=S(=O)(c1cccs1)N1CCC(Cc2ccccc2)CC1	-2.6%
19	CCc1nnc(NC(=O)Cn2nnc(-c3ccccc3F)n2)s1	7.5%
20	CC(=O)Nc1ccc2oc(-c3cc(F)c(F)cc3Cl)nc2c1	-4.7%
21	CCOc1ccccc1N1CCN(Cc2ccc(OC)c(OC)c2)CC1	-1.4%
22	CC(C)CN(C(=O)COC(=O)c1ccc2c(c1)NC(=O)CS2)C1CCS(=O)(=O)C1 (stereo not drawn)	1.3%
23	Cc1cc(C)n(CCOC(=O)c2sc3ccccc3c2Cl)n1	-2.5%
24	CCc1nnc(NC(=O)CSc2nnc(COc3ccccc3C)o2)s1	-3.4%
25	CCOc1ccc(S(=O)(=O)N2CCC(C(N)=O)CC2)c2ccccc12	-0.8%
26	COc1ccccc1CNC(=O)CNC(=O)Cn1cnc2ccccc2c1=O	-2.6%
27	CCOCC(=O)Nc1nnc(COCC)s1	-4.7%
28	C=CCc1ccccc1OCC(O)CN1CCN(C(=O)OCC)CC1 (stereo not drawn)	-5.1%
29	Cc1ccc(C)c(N2CCN(C(=O)CCc3nc4ccccc4[nH]3)CC2)c1	7.9%
30	CCOc1ccc(-c2nnn(CC(=O)N3CCN(c4ccc(F)cc4)CC3)n2)cc1OCC	10.5%
31	Oc1ccc2c3c1O[C@@H]1c4[nH]c5c(c4C[C@@]4(O)[C@@H](C2)N(CC2CC2)CC[C@]314)C[C@]1(O)[C@@H]2Cc3ccc(O)c4c3[C@@]1(CCN2CC1CC1)[C@H]5O4	-2.3%
32	Cc1cc(OCC(=O)O)c2ccccc2n1	0.6%
33	COc1cc(C(=O)Nc2c(C)cc(C)cc2C)c(-n2cnnn2)cc1OC	15.3%
34	CCN=C1SC(C(=O)Nc2cccc(OCC)c2)CC(=O)N1CC (stereo not drawn)	-1.5%
35	Cc1cc(=O)[nH]c2n[nH]c(-c3ccccc3)c12	-2.0%
36	COC(=O)C1=C2SC(C)C(=O)N2C(N)=C(C#N)C1c1ccc(OC)c(OC)c1 (stereo not drawn)	-6.4%
37	CCN(CC)N=O	10.7%
38	COc1ccc2nc(N3CCC(O)CC3)c(C#N)cc2c1	5.5%
39	Cc1cccc(-n2c(-c3ccco3)nc3ccccc3c2=O)n1	-1.8%
40	CC(C)C(c1nnnn1CC1CCCO1)N1CCN(C2CCCC2)CC1 (stereo not drawn)	24.1%
41	CCSc1nncn1/N=C/c1ccc(OC)c(OC)c1	8.2%
42	NC(=O)N1CC(O)CC1C(=O)Nc1ccc(Cl)c(Cl)c1 (stereo not drawn)	-0.3%
43	O=C(CCN1C(=O)c2ccccc2S1(=O)=O)Nc1ccc2c(c1)OCCO2	-2.5%
44	CC(=O)Nc1cccc(OCC(=O)Nc2ccccc2)c1	-0.3%
45	Cc1ccc(/C=c2\sc3nc(-c4cccnc4)nn3c2=O)cc1	-2.4%
46	CN(C)c1ccc(-c2cncnc2NCCN2CCOCC2)cc1	10.3%
47	CCOC(=O)c1ccc(N2C(=O)C3CC=C(C)CC3C2=O)cc1 (stereo not drawn)	4.1%
48	CCOC(=O)N1CCN(S(=O)(=O)c2cc3c(cc2C)NC(=O)CO3)CC1	-1.7%
49	CC(=O)c1ccc(Nc2cc(C)nc3nc(C)nn23)cc1	4.9%
50	CSc1ccc(/C=N/n2nnnc2N)cc1	-0.8%
51	O=C(c1cc(-c2cccnc2)nc2ccc(Br)cc12)N1CCC2(CC1)OCCO2	-3.2%
52	Cn1c(O)c(C=NCCOc2ccc(Cl)cc2)c(=O)n(C)c1=O	4.9%
53	Fc1ccc(C(c2nnnn2Cc2ccccc2)N2CCSCC2)cc1 (stereo not drawn)	0.0%
54	O=C(CSc1ccc2nnc(-c3cccnc3)n2n1)NCc1ccco1	6.5%
55	Cc1cc(C)cc(OCc2nnc(SCC(=O)OC3CCCCC3)o2)c1	-3.1%
56	COc1ccc(Oc2ncc3nc(-c4cn(C)c5ccccc45)c(=O)n(CCC#N)c3n2)cc1	-0.4%
57	O=C(NCc1ccc2c(c1)OCO2)c1ccc(-c2ccc(Cl)cc2)o1	3.1%
58	CC(C)Nc1nc(SCC(=O)Nc2ccccc2)nc(N2CCOCC2)n1	-3.3%
59	CCn1c(COc2ccccc2)nnc1SCc1ccc(C#N)cc1	-1.1%
60	CC(=O)Nc1cc2c(cc1C(=O)C(C)C)OCCO2	-4.6%

A second format for two compounds above:
53. Fc1ccc(C(c2nnnn2Cc2ccccc2)N2CCSCC2)cc1 (stereo not drawn)
  AmpC det inh: 0.0%
60. CC(=O)Nc1cc2c(cc1C(=O)C(C)C)OCCO2
  AmpC det inh: -4.6%

(more compounds)
cpd	Molecule	AmpC det inh
61	O=c1c(-c2ccccc2)nc2cncnc2n1Cc1ccccc1Cl	-1.4%
62	CC(C)(C)OC(=O)N1CC(O)CC1C(=O)OCC(=O)c1ccc(Cl)cc1 (stereo not drawn)	-2.7%
63	O=C(CCCCn1c(=O)c2ccccc2n(Cc2ccc(F)cc2Cl)c1=O)NCc1ccco1	-1.5%
64	O=C1CC(c2ccc(F)cc2)Cc2nc(N3CCN(c4ccccc4)CC3)ncc21 (stereo not drawn)	-0.8%
65	COCC(C)NC(=O)c1cc(-c2ccc(O)cc2)on1 (stereo not drawn)	5.8%
66	FC(F)(F)c1ccccc1-n1ccnc1	-0.5%&18.3%
67	NC(=O)c1oc2ccc(Cl)cc2c1NC(=O)CN1CCOCC1	-5.1%
68	COc1ccc(S(=O)(=O)N(C)CC(=O)NC2CC2)cc1	-4.2%
69	CCC(C(=O)Nc1cnccn1)c1ccccc1 (stereo not drawn)	-1.0%
70	O=c1[nH]cnc2nc(-c3ccccc3)c(-c3ccccc3)nc12	1.0%
71	COc1ccccc1-n1c(C)nnc1SCC(N)=O	-2.4%
72	COCCNC(=O)C(c1ccc(C)o1)N(C(=O)c1snc(C(N)=O)c1N)c1ccc(C)c(C)c1 (stereo not drawn)	-1.1%
73	O=C(Nc1ccc(S(=O)(=O)N2CCCCCC2)cc1)c1ccc(Br)o1	8.4%
74	O=C(NC1CCCCC1)N(Cc1nc2ccccc2c(=O)[nH]1)C1CCCCC1	-3.8%
75	CCCCCOC(=O)CSc1nnc(-c2cc(OC)c(OC)c(OC)c2)o1	-3.3%
76	COc1cc(C2Nc3ccc4ncccc4c3C3=C2C(=O)CCC3)cc(OC)c1O (stereo not drawn)	-4.3%
77	CC1(C)Cc2c(c(=S)nc(-c3ccccc3)n2CCN2CCOCC2)CO1	-3.3%
78	CC(=O)Nc1ccc(NC(=O)CCC(=O)NCCO)cc1	-9.9%
79	Cn1c(=O)c2cc(S(=O)(=O)NCCC(=O)NCCC3=CCCCC3)ccc2n(C)c1=O	8.4%
80	O=C(Nc1nc2ccc(Cl)cc2s1)c1ccc(Br)o1	-1.7%
81	O=C(O)c1cc(Cl)ccc1NC(=O)C1CCCO1 (stereo not drawn)	-6.3%
82	O=C(Nc1ccc(N2CCOCC2)cc1N1CCOCC1)c1ccco1	-1.9%
83	CCCn1c(C)nc2c(NCCN(C(C)C)C(C)C)nc(C)nc21	11.6%
84	O=C(O)C1CC=C(Cl)CC1C(=O)NCc1ccccc1 (stereo not drawn)	-3.5%

An excerpt of these results, field by field.
(80) O=C(Nc1nc2ccc(Cl)cc2s1)c1ccc(Br)o1
  AmpC det inh = -1.7%

(75) CCCCCOC(=O)CSc1nnc(-c2cc(OC)c(OC)c(OC)c2)o1
  AmpC det inh = -3.3%

(84) O=C(O)C1CC=C(Cl)CC1C(=O)NCc1ccccc1 (stereo not drawn)
  AmpC det inh = -3.5%

(83) CCCn1c(C)nc2c(NCCN(C(C)C)C(C)C)nc(C)nc21
  AmpC det inh = 11.6%

Further results.
cpd	Molecule	AmpC det inh
85	CCOC(=O)N(c1ccccc1)P1(=S)OCC(C)O1 (stereo not drawn)	-7.2%
86	COc1ccc(Oc2ncc3nc(-c4ccc(OC)cc4)c(=O)n(Cc4cccs4)c3n2)cc1	-1.5%
87	CC1CCCc2sc3nc(N4CCN(CCO)CC4)n4ncnc4c3c21 (stereo not drawn)	7.6%
88	CC(C#N)Sc1nc2ccccc2c(=O)n1-c1ccccc1 (stereo not drawn)	-4.8%
89	CC(C)=C(NC(=O)c1ccccc1)C(=O)N1CCOCC1	3.4%
90	CCCCCn1c(Sc2ncccn2)nc2c1c(=O)[nH]c(=O)n2C	1.4%
91	Cc1nc(SCC#N)c2c(C)c(C)sc2n1	-6.7%
92	CC(=O)Cc1nsc(NC(=O)c2ccc(-c3ccccc3Cl)o2)n1	-5.8%
93	CC(Cc1ccccc1)C(=O)NCc1ccccn1 (stereo not drawn)	-0.1%
94	COc1cccc(OC)c1C(=O)Nc1cccc(C(C)=O)c1	-3.5%
95	COC(=O)[C@@]1(Cc2ccc(OC)cc2)[C@H]2c3cc(C(=O)N4CCCC4)n(Cc4ccc(C)o4)c3C[C@H]2CN1C(=O)c1ccccc1	-4.6%
96	O=C(Cc1c(F)cccc1Cl)Nc1ccncc1	-1.9%
97	Cc1ccc2c(c1)c1c3n2CCN(C(=O)CN2CCN(C)CC2)C3CCC1 (stereo not drawn)	11.6%
98	Cc1nnc(NC(=O)CCC(=O)N2CCN(CCc3ccccc3)CC2)s1	-5.1%
99	COc1ccc(-n2c(Cc3cccn3C)nnc2SCC(=O)NCc2ccco2)cc1	18.3%
100	CC(=O)Nc1ccc(N2S(=O)(=O)c3ccccc3S2(=O)=O)cc1	-4.6%
101	CCOc1ccc(N2C(=O)CC(Sc3nc(C)cc(C)c3C#N)C2=O)cc1 (stereo not drawn)	1.5%
102	CC(=O)[C@H]1CC[C@@H]2[C@H]3CC=C4C[C@@H](O)CC[C@]4(C)[C@H]3CC[C@]12C	-3.2%[12.8 µM]
103	O=C(NCCN1CCOCC1)c1cc2c(=O)n3ccccc3nc2n1Cc1ccccc1	-1.2%
104	O=C(CCN1C(=O)c2ccccc2C1=O)NCCN1CCOCC1	-2.3%
105	CC(C)(C)C1CCc2onc(C(=O)NC3CCCC3)c2C1 (stereo not drawn)	-0.4%
106	COc1cc2nc(N3CC=[N+](C(=O)c4ccco4)CC3)nc(N)c2cc1OC	-3.6%
107	COc1ccc(-c2nsc3c(N4CCN(S(=O)(=O)c5ccccc5)CC4)ncnc23)cc1	-1.0%
108	O=C(CNC(=O)C1CCCCC1)NCCCO	0.6%
109	O=C(c1ccc(N2CCOCC2)cc1)c1cccs1	0.5%
110	COc1ccccc1/C=c1\sc2nc(-c3ccco3)nn2c1=O	-0.8%
111	Cc1ccc(C(=O)CSC2=C(C#N)C(c3ccco3)CC(=O)N2)c(C)c1 (stereo not drawn)	4.1%
112	CCC(C)[C@H](NC(=O)NCc1cccc(OC)c1)C(=O)OC (stereo partly drawn)	-0.1%
113	CC(C)(C)n1nc2c(c1NC(=O)c1cccc(C(F)(F)F)c1)CS(=O)C2 (stereo not drawn)	-0.2%
114	COc1cc2c(cc1OC)C(C)N(C(=O)C1COc3ccccc3O1)CC2 (stereo not drawn)	-2.0%
115	CCCc1c(O)nc(SCCN(CC)CC)n(C(=O)c2ccccc2)c1=O	-2.8%
116	O=C(NCc1ccncc1)c1ccc(Br)o1	10.9%
117	CC1Cc2ccccc2N1S(=O)(=O)c1ccc2c(c1)n(C)c(=O)c(=O)n2C (stereo not drawn)	-2.4%
118	CN(C)S(=O)(=O)Nc1ccc(Oc2ccccc2)cc1	-1.4%
119	COc1cc(C(=O)OCC(=O)NCc2ccco2)cc(OC)c1OC	-7.9%
120	Oc1ccc(Nc2nc(-c3ccc(O)cc3)cs2)cc1	-2.9%
121	COc1ccc(C(=O)Nc2cc(Cl)cc(Cl)c2)c(OC)n1	-1.2%
122	COc1ccccc1C(=O)Nc1ccc(S(=O)(=O)N2CCCC2)cc1	-4.6%
